H1N1 NS1A inhibition = NS1A inhibition, H1N1 influenza, cell based functional assay (AID 504329); NS1A functional cell-based assay, percent inhibition; higher % means a stronger effect; inhibition, % at 12.5 µM; hits with a dose series show IC50 in µM; 340,000 tested, 0.3% active; in the data active = a potency from the dose series; inconclusive = inhibition above about 27% without an active follow-up result; note: strong numbers were not always called active
H37Rv inhibition = M. tuberculosis growth inhibition, HTS (AID 449762) | M. tuberculosis H37Rv growth inhibition, 7H9 media; higher % means a stronger effect | inhibition, % at 25 µM, or IC50 in µM where a hit was titrated | 330,000 tested, 0.59% active; in the data active = a potency from the dose series; inconclusive = inhibition above about 70% without an active follow-up result;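 note: bacterial growth assessed after seven days of incubation; strong numbers were not always called active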
tuberculosis growth = growth inhibition of non-replicating M. tuberculosis (AID 488890); Mycobacterium tuberculosis non-replicating, growth inhibition; higher % means a stronger effect; inhibition, % at 25 µM; hits with a dose series show IC50 in µM; 320,000 tested, 0.39% active; in the data active = a potency from the dose series; inconclusive = inhibition mostly from about 82% at the one dose, without a potency; inactive = the rest, 99 in 100 with inhibition below about 76%;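 note: plate controls were DMSO cells for no effect and high antibiotic wells for full effect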
PhoP GFP inhibition = Inhibition of PhoP regulon, Salmonella typhi GFP reporter cells, confirmation, 4 h (AID 1850). 310,000 tested, 0.33% active. Salmonella Typhi PhoP-promoter GFP reporter, fluorescence, 4 h; higher % means a stronger effect. inhibition, % at 50 µM; hits with a dose series show IC50 in µM; in the data active = a potency from the dose series; inconclusive = inhibition mostly from about 25% at the one dose, without a potency; inactive = the rest, 99 in 100 with inhibition below about 19%;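 note: 0% = induced wells with vehicle and 100% = uninduced wells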
VEEV TC-83 Vero = inhibitors of VEEV TC-83 cytopathic effect, confirmation, Vero cells (AID 588727). Vero cells, VEEV TC-83 cytopathic effect inhibition; higher % means a stronger effect. one-dose inhibition, % at 20 µM; IC50 in µM for titrated hits. 350,000 tested, 0.13% active; in the data active = a potency from the dose series; inconclusive = inhibition mostly from about 14% at the one dose, without a potency; inactive = the rest, 99 in 100 with inhibition below about 12%; note: strong numbers were not always called active
VEEV TC-83 Vero 10K pilot screen = further read-out of VEEV TC-83 Vero, marked with its call; inhibition, %; measured here: 10K pilot screen inhibition
Numbers without * were called inactive; i = inactive; ? = inconclusive; · = not tested or not shown.

SMILES | H1N1 NS1A inhibition | H37Rv inhibition | tuberculosis growth | PhoP GFP inhibition | VEEV TC-83 Vero | others
CC1(CCc2ccccc2)NC(=O)N(Cc2cc([N+](=O)[O-])cc3c2OCOC3)C1=O (stereo unspecified) | 8% | 1% | 24% | -2% | 4.1%
COC(=O)c1ccc(C(=O)N(Cc2ccccc2)c2ccccc2)cc1 | 9% | -10% | 17% | -10% | 5.1%
O=[N+]([O-])c1ccc(-c2nnc3n2CCCCC3)cc1 | 1% | -9% | -9% | -10% | 0.2%
N#CC1=C(N)Oc2c(c(=O)oc3ccccc23)C1c1ccc([N+](=O)[O-])o1 (stereo unspecified) | -11% | 2% | 64% | -1% | i
N#Cc1cccc(C(c2nnnn2CCc2ccccc2)N2CCN(C3CCCCC3)CC2)c1 (stereo unspecified) | -1% | 5% | -3% | -6% | 0.5%
COc1ccccc1C1(O)CC2CCC(C1)N2S(=O)(=O)c1ccc(C(C)=O)cc1 (stereo unspecified) | 7% | 3% | 4% | -5% | 0.0%
COc1ccc(N2CCN(C(=O)c3ccc(-c4nc5ccccc5s4)o3)CC2)cc1 | -16% | 3% | 2% | · | 1.6%
C[C@H](CO)N1C[C@H](C)[C@@H](CN(C)S(=O)(=O)c2ccccc2)Oc2c(NC(=O)C3CCCCC3)cccc2C1=O | 12% | 5% | 30% | · | 0.5%
Cc1ccc(OCCCC(=O)N(C)CC(=O)Nc2ccccc2Br)cc1 | -4% | -4% | 21% | 5% | 0.6%
CC1CCc2[nH]c3ccc(C(=O)N(C)CC(=O)Nc4ccccc4C(F)(F)F)cc3c2C1 (stereo unspecified) | -2% | 12% | 9% | 0% | 11%
O=C(Nc1ccc(N2CCN(Cc3ccccc3F)CC2)cc1)c1ccc([N+](=O)[O-])o1 | -1% | ? | ? | -2% | i
CC(C)=CCC/C(C)=C/Cc1c(O)ccc(C(=O)/C=C/c2ccc(O)cc2)c1O | 9% | 1% | -8% | 5% | 1.6%
CCCCCCSc1nc(O)c(C2OC(=O)c3c2ccc(OC)c3OC)c(=O)n1CC (stereo unspecified) | 11% | -1% | 77% | 7% | 0.6%
CCOC(=O)c1cncc(NC(=O)c2ccccc2)c1 | 8% | -8% | 4% | -2% | 5.6%
CCN1C(=O)[C@H]2[C@@H](c3ccc(-c4cccc(Cl)c4)cc3)N[C@@](CC(C)C)(C(=O)OC)[C@H]2C1=O | -3% | 4% | 3% | · | 1.4%
Cn1c(CNC(=O)c2ccccc2F)nnc1SCC(=O)Nc1nncs1 | -15% | -1% | -9% | 4% | 0.8%
O=C1C2C3C=CC(C2C(=O)N1CCO)C1C(=O)N(CCO)C(=O)C31 (stereo unspecified) | -6% | -6% | -8% | -2% | 0.8%
NS(=O)(=O)c1ccc(NC(=S)NCc2cccs2)cc1 | -7% | -9% | 34% | -7% | 0.6%
COc1ccc(OC)c(C(=O)COC(=O)c2cccnc2SC)c1 | -17% | · | · | · | 6.1%
CCOc1ccc(NC(=O)CNc2ccc(C)cc2Cl)cc1 | 5% | 48% | 32% | -6% | 0.8%
Cc1csc(NC(=O)c2cccc([N+](=O)[O-])c2C(=O)O)n1 | 2% | 3% | -9% | 1% | 0.2%
Cc1cc(C)nc(Sc2nc(C)nc3c2oc2ccccc23)n1 | -5% | -2% | -8% | -4% | 7.0%
Cc1ccc(C)c(N2C(=O)C3C4C=CC(CC4)C3C2=O)c1 (stereo unspecified) | 3% | 3% | -1% | 3% | i
Cc1ccc2oc(=O)n(CC(=O)OCCC(C)C)c2c1 | 4% | -3% | 37% | 8% | 1.4%
C=CCC1(CN2CCCCCC2=O)C(=O)NC(=O)NC1=O | -19% | -4% | 3% | 2% | 2.1%

2 entries drawn at random from the list so far, as already listed:
SMILES | H1N1 NS1A inhibition | H37Rv inhibition | tuberculosis growth | PhoP GFP inhibition | VEEV TC-83 Vero | others
NS(=O)(=O)c1ccc(NC(=S)NCc2cccs2)cc1 | -7% | -9% | 34% | -7% | 0.6%
Cc1csc(NC(=O)c2cccc([N+](=O)[O-])c2C(=O)O)n1 | 2% | 3% | -9% | 1% | 0.2%

The main list resumes, starting two compounds before the break.
SMILES | H1N1 NS1A inhibition | H37Rv inhibition | tuberculosis growth | PhoP GFP inhibition | VEEV TC-83 Vero | others
Cc1ccc2oc(=O)n(CC(=O)OCCC(C)C)c2c1 | 4% | -3% | 37% | 8% | 1.4%
C=CCC1(CN2CCCCCC2=O)C(=O)NC(=O)NC1=O | -19% | -4% | 3% | 2% | 2.1%
N#CC1(NC(=O)COC(=O)CCCN=C2NS(=O)(=O)c3ccccc32)CCCCC1 | -7% | -10% | -7% | -5% | 1.2%
CC(C)CN(CC(C)C)C(=O)C1C2c3ccccc3C(c3ccccc32)C1C(=O)O (stereo unspecified) | 1% | · | · | · | 6.9%
NC(N)=NNC(=O)c1ccccc1Cl | 1% | -5% | -15% | -7% | 0.2%
O=C(c1cc2ccccc2o1)N(Cc1ccco1)Cc1cccs1 | -4% | 29% | 67% | 3% | 7.8%
O=C1NCCOC(=O)[C@@H](Cc2ccc(F)cc2)CC/C=C/C[C@H]1CC(=O)N(CCO)Cc1ccccc1 | -20% | 0% | 17% | · | 0.7%
Cc1ccc(NC(=O)/C(=C\c2cccnc2)NC(=O)c2ccco2)cc1 | 2% | -4% | -1% | -9% | 1.9%
CC(C)=CCC/C(C)=C/CNC(=O)C[C@H]1C[C@H](C(=O)N2CCOCC2)[C@@]2(C)c3[nH]c4cc(-c5ccco5)ccc4c3CCN2C1=O | 2% | · | · | · | 9.9%
O=C(Cc1ccccc1)NCC(=O)N1CCN(c2ccccc2)CC1 | -10% | -1% | -16% | -4% | 1.6%
CCOC(=O)c1cn(Cc2ccc(Br)cc2)nn1 | -4% | -1% | 74% | 3% | i
COc1ccc(NC(=O)CN(C)C(=O)c2ccc(NC3CC3)c([N+](=O)[O-])c2)cc1 | 11% | 0% | 16% | 1% | 1.6%
Cc1cc(C)n2nc(SCc3nnc(SCc4ccccc4C)s3)nc2n1 | 0% | 5% | 40% | 4% | i
Clc1ccc(CSc2ncn(-c3ccccc3)n2)cc1 | -4% | 2% | 15% | 1% | 1.4% | VEEV TC-83 Vero 10K pilot screen=2.5
Cc1ccc(OCCNC(=O)CCNS(=O)(=O)c2ccc3ccccc3c2)cc1 | 8% | 1% | 14% | · | 1.4%
CC(=O)c1cccc(NC(=O)c2ccc(NS(C)(=O)=O)cc2)c1 | 8% | 5% | 12% | 1% | 1.4%
COc1ccc(-c2nc(CN3CCN(C(=O)c4ccco4)CC3)c(C)o2)cc1OC | -6% | 0% | -10% | -14% | 2.2%
COC(=O)CCC(=O)Nc1ccc(C)cc1OC(=O)CCC(=O)OC | -9% | -4% | -3% | -10% | 1.6%
CCCCc1cn([C@@H](CCCCNC(=O)OC(C)(C)C)C(=O)N2CCN(C(=O)OC(C)(C)C)CC2)nn1 | 8% | -2% | 3% | -7% | 0.3%
COc1ccc(NC(=O)CSc2nc3c(c(=O)[nH]2)CCC3)cc1OC | 0% | 4% | 1% | 3% | 0.8%
CC1(c2cccc3ccccc23)OC(=O)c2ccccc21 (stereo unspecified) | 0% | · | · | · | i
COc1cccc(Cn2nnc3c(=O)[nH]c(C4CCCN(C(=O)c5ccccc5Cl)C4)nc32)c1 (stereo unspecified) | -12% | 1% | 9% | -4% | 10%
CC(=O)Nc1ccc(C(=O)Nc2nc(-c3cc(C)n(Cc4ccccc4)c3C)cs2)cc1 | -1% | -1% | 11% | -6% | 7.0%
COc1ccc(C(=O)COC(=O)COc2cccc3c2OC(C)(C)C3)c(OC)c1 | -9% | 44% | 65% | 11% | 1.3%
COc1ccc(-c2noc(-c3ccccc3Cl)n2)cc1OC | 7% | 0% | 8% | -3% | 3.7%
N#CCc1c(C#N)c(N)nc(N2CCCC2)c1C#N | 0% | -11% | 2% | -15% | i | VEEV TC-83 Vero 10K pilot screen=0.9
COC(=O)c1ccc(NC(=O)c2ccc(NC(=O)C3CCCO3)cc2)cc1 (stereo unspecified) | 9% | 32% | 14% | -2% | 2.0%

Compounds listed so far that have bromine (two):
SMILES | H1N1 NS1A inhibition | H37Rv inhibition | tuberculosis growth | PhoP GFP inhibition | VEEV TC-83 Vero | others
Cc1ccc(OCCCC(=O)N(C)CC(=O)Nc2ccccc2Br)cc1 | -4% | -4% | 21% | 5% | 0.6%
CCOC(=O)c1cn(Cc2ccc(Br)cc2)nn1 | -4% | -1% | 74% | 3% | i

Next part
SMILES | H1N1 NS1A inhibition | H37Rv inhibition | tuberculosis growth | PhoP GFP inhibition | VEEV TC-83 Vero | others
Cc1ccc(Cn2cccc(NC(=O)CCC3CCCC3)c2=O)cc1 | 9% | 8% | 75% | 0% | 1.4%
O=C(OCc1cncs1)c1ccccc1Cl | -9% | 1% | · | 15% | 1.7%
CCN(CC)S(=O)(=O)c1cccc(-n2c(O)c(C=Nc3ccccc3C(=O)O)c3ccccc3c2=O)c1 | 9% | 3% | 17% | 14% | ?
O=C(O)CC1(CC(=O)Nc2cccc(C(=O)O)c2)CCCC1 | -6% | 13% | -4% | 7% | 0.7%
CC(Oc1ccccc1Cl)C(=O)N(Cc1cccs1)C1CCS(=O)(=O)C1 (stereo unspecified) | 0% | -1% | -8% | 0% | 2.3%
CC(C(=O)OCC(=O)c1ccc(F)cc1)N1C(=O)C2C3C=CC(C3)C2C1=O (stereo unspecified) | 0% | 0% | -8% | 3% | 1.0%
O=C1c2ccccc2NC(c2ccccc2Br)N1CCCN1CCOCC1 (stereo unspecified) | -4% | 4% | -9% | 4% | i
CC1C(=O)c2ccccc2CC1C(=O)O (stereo unspecified) | -8% | · | · | · | i
COc1ccc(CNC(=O)CN(C(=O)c2snc(C(N)=O)c2N)c2ccc(OC)c(OC)c2)cc1 | 4% | 4% | -10% | -2% | 3.0%
CC(C(=O)NCCS(=O)(=O)c1ccc(Cl)cc1)S(=O)(=O)c1ccccc1 (stereo unspecified) | 0% | -2% | 7% | -7% | i | VEEV TC-83 Vero 10K pilot screen=0.2
CC[C@H](C)[C@H](NC(N)=O)C(=O)Nc1ccccc1F | -3% | 3% | 4% | 10% | i
CC(C)C[C@H]1CNC(=S)N1CC1CCN(CCCC2CCCCC2)CC1 | 4% | · | · | · | i
Cc1cc(OCC(=O)NCc2nc(-c3ccccc3)no2)c(C)cc1Br | -20% | 1% | -3% | -20% | 1.6%
O=[N+]([O-])c1cc(Cl)ccc1-c1nc(-c2ccncc2)no1 | 3% | -1% | -8% | -2% | 1.3%
Cn1c(=O)c2c([nH]c(OCc3ccc(Cl)cc3Cl)[n+]2Cc2ccc(F)cc2)n(C)c1=O | 2% | 9% | -6% | -5% | i
Cc1noc(NS(=O)(=O)c2ccc(NC(=O)c3ccc(N4C(=O)c5ccccc5C4=O)cc3)cc2)c1C | 7% | 1% | -13% | 2% | i
O=[N+]([O-])c1ccc(NNC(=S)Nc2ccc(F)cc2)cc1 | 6% | -3% | ? | -5% | 1.4%
O=C(O)C1CSC2(c3ccc4c(c3)OCCO4)CCC(=O)N12 (stereo unspecified) | 0% | 1% | -8% | 3% | 2.1%
Cc1cc(-c2cccs2)c(C#N)c(=S)[nH]1 | -1% | -8% | -16% | -13% | 0.5%
COc1ccc(CNS(=O)(=O)CCNCCc2ccccc2)cc1 | -4% | · | · | · | 0.3%
COCCNC(=S)N1CCC(C(=O)c2ccc(F)cc2)CC1 | 4% | · | · | · | 0.2%
COc1ccc(/C=C(\C#N)C(=O)OC2CCOC2=O)cc1 (stereo unspecified) | -8% | -1% | 12% | 15% | 0.7%
CCOC(=O)C1CCCN(C(=O)c2cc(-c3ccc(F)cc3)nc3ccccc23)C1 (stereo unspecified) | 2% | 9% | 7% | 0% | 0.7% | VEEV TC-83 Vero 10K pilot screen=1.8
CNc1csc(C)c(C)c1=O | -5% | -5% | 4% | 1% | 5.0%
Cc1nc2cc(-c3ccc(Cl)cc3)nn2c(C)c1CCC(=O)NCc1ccco1 | 3% | -5% | -5% | -19% | 9.1%
Cc1ccc2c(c1)sc(=NC(=O)C1CC1)n2C | -17% | 0% | -16% | -1% | i
CC(=O)N1CCC(N(CCN2CCOCC2)C(=S)Nc2cccc(C)c2C)CC1 | -3% | 6% | -8% | -3% | 0.5%
O=C(N/N=C/c1cccc([N+](=O)[O-])c1)c1ccc2nc[nH]c2c1 | 3% | -6% | -5% | 1% | 3.5%
Cc1ccc2cc(CN(CC(C)C)S(=O)(=O)c3cccc4nonc34)c(=O)[nH]c2c1 | -1% | 0% | 2% | 1% | 7.6%
COc1ccc(-c2ocnc2C(=O)Nc2ccc3c(c2)CCC3)cc1 | 1% | -1% | -5% | 0% | 1.4%

This is a random part of the collection, and some 1.6% of all compounds hit somewhere here.
